Scp1 inh – inhibitors of human Scp-1 phosphatase; Q9GZU7; Recombinant Scp1, phosphopeptide, malachite green phosphate absorbance; inhibition, % at 20 µM; 340,000 compounds, 0.88% hits;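 active = inhibition above about 50% at 20 µM, limit read from the data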;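 also: plate controls were DMSO wells with enzyme for no effect and wells lacking enzyme for full effect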
Target sequence (Q9GZU7 76-261 limits assumed): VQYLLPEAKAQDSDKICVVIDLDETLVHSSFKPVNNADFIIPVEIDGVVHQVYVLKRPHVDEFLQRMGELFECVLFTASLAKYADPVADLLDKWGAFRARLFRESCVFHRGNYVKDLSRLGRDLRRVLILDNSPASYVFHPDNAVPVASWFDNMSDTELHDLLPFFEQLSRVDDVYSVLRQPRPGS
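Test system: SCP-1 catalytic domain; Buffer or medium: Acidic Tris acetate buffer with magnesium and detergent; Also added: Phosphorylated 17-residue peptide substrate; Compound: single 20 µM dose, 1% DMSO; Schedule: enzyme reaction 45 min at room temperature, colour 5 min, stabilisation 30 min; Signal: Phosphate-binding colour reagent, absorbance read at 630 nm.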
SUMO1 PPI mod – modulators of human SUMO1-mediated protein-protein interactions. P63165. SUMO1 binding to a labelled peptide, TR-FRET, 1 h. inhibition, % at 20 µM. 360,000 compounds, 0.33% hits; in the data active = inhibition above about 37%
Target sequence (P63165 whole entry, looked up): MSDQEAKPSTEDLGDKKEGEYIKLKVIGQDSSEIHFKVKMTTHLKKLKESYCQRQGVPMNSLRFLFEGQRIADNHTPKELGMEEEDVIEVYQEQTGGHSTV
NadD inh – blocks S. aureus nicotinate mononucleotide adenylyltransferase | purified NadD enzyme, colorimetric absorbance read-out | inhibition, % at 20 µM | 360,000 compounds, 0.78% hits; in the data active = inhibition above about 26%; also: some compounds past the cut are filed as inactive
STEP inh – STEP (human) phosphatase inhibition | 360,000 compounds, 0.25% hits | recombinant STEP, OMFP fluorogenic substrate, fluorescence | P54829 | inhibition, % at 20 µM | AID 588621;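 active = inhibition at 20 µM, scaled per plate between control wells, above about 37%, limit read from the data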;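 also: 0% = DMSO with enzyme and substrate and 100% = substrate only without enzyme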
Target sequence (P54829 whole entry, looked up): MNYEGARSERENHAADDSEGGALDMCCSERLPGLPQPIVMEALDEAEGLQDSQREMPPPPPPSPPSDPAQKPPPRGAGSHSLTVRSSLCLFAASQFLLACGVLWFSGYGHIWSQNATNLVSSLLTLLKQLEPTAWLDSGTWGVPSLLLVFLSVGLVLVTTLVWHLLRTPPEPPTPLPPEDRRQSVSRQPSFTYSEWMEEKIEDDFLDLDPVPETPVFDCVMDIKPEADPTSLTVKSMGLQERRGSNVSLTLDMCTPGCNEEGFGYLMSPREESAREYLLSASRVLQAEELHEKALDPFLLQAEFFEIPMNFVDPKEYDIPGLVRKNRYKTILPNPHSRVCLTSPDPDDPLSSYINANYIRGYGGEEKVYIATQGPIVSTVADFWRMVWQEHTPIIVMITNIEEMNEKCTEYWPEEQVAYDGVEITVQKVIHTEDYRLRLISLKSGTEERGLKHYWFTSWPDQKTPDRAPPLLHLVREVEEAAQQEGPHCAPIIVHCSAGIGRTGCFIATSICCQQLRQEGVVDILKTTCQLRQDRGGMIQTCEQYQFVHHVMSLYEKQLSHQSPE
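System: STEP (striatal-enriched tyrosine phosphatase) enzyme, cell-free; medium: Bis-Tris pH 6.0 buffer with DTT, detergent; dosing: 20 µM, 1% DMSO; times: reaction 20 min, ambient temperature; detection: fluorescence, 480/540 nm; read-out basis: normalized % inhibition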
CendR NRP1 mod – alters CendR peptide binding to human NRP-1. O14786. FAM-RPARPAR peptide binding to NRP-1, fluorescence polarization. inhibition, % at 25 µM. 360,000 compounds, 0.85% hits. AID 602438;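 active = inhibition or corrected inhibition above about 18%, plus a signal ratio from 0.5 to 1.5, limit read from the data, passing the limit was not always enough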; also: strong numbers were not always called active
Rpn11 inh – blocks the human proteasome subunit Rpn11 | O00487 | human 26S proteasome, Ub4-pepOG fluorescence polarization; 20S core pre-blocked with epoxomicin | calls only at 20 µM | 360,000 compounds, 0.59% hits;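 active = inhibition at 20 µM, scaled to each plate's controls, above about 33%, limit read from the data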
MT1-MMP act inh – inhibitors of human MT1-MMP activation. AID 651647. P50281. 360,000 compounds, 0.061% hits. GFP/RFP ratio change, % at 20 µM. HT1080 RFP-PRO-GFP cells, GFP/RFP ratio fluorescence, overnight; percent of plate control window, DMSO zero;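 active = GFP/RFP ratio change of at least 30% with cell ATP level not reduced by more than half and red fluorescence within 50% of control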; also: strong numbers were not always called active
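Test system: HT1080 cells expressing an RFP-PRO-GFP fluorescent reporter construct / Compound dosing: single-point 20 µM compound, 1% DMSO / Schedule: cells overnight before dosing, compound overnight, 37 °C, 5% CO2 / Evaluation: GFP/RFP fluorescence ratio / Control set: DMSO and RFP-L50D-GFP cell wells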
SKN-1 block – blocks SKN-1 activity in C. elegans. inhibition, % at 21.8 µM. AID 624304. 360,000 compounds, 0.49% hits. C. elegans VP596 Pgst-4::GFP/RFP ratio, acrylamide-induced, 24 h;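 active = interference check ratio from 0.5 to 1.5 plus GFP to RFP signal ratio inhibition reaching or exceeding a fixed threshold, cut at about 30% in these data, passing the limit was not always enough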; also: some compounds called inactive have numbers as strong as hits
LMPTP block – LMPTP (human) inhibition | P24666 | recombinant LMPTP-A, OMFP fluorogenic substrate, fluorescence intensity | inhibition, % at 20 µM | 360,000 compounds, 0.22% hits | AID 651560;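 active = compounds that cut the enzyme signal by at least half of the control window in the single-dose screen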;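 also: plate controls were DMSO wells with enzyme plus substrate for no effect and substrate without enzyme for full effect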
Target sequence (P24666 whole entry, looked up): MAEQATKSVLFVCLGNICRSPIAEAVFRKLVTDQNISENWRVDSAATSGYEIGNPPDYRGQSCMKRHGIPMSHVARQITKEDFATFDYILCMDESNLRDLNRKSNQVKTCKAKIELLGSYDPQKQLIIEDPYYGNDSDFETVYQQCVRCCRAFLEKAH
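Assay system: LMPTP-A, protein tyrosine phosphatase of low molecular weight / Medium: pH 6.0 Bis-Tris buffer with DTT and Triton X-100 / Schedule: 50 min enzyme reaction at room temperature, protected from light / Measured by: endpoint fluorescence intensity from OMFP dephosphorylation / Read-out basis: % inhibition relative to no-enzyme and uninhibited control wells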
DNMT1 block – blocks human DNA methyltransferase DNMT1; P26358; DNMT1 molecular beacon, Hinp1I cleavage, fluorescence; inhibition (reported as % activation of signal), % at 10 µM; 360,000 compounds, 0.83% hits; AID 588458; in the data active = inhibition above about 50%
The depositor's hits bear a star; i = inactive; / = not tested or not shown; + = active, no number.

SMILES	Scp1 inh	SUMO1 PPI mod	NadD inh	STEP inh	CendR NRP1 mod	Rpn11 inh	MT1-MMP act inh	SKN-1 block	LMPTP block	DNMT1 block
Cc1ccccc1/C=C/C(=O)N1CCOCC1	2	0	10	4	-3	i	2	-6	-1.0	3
COc1cccc(CN(C(=O)/C=C/c2ccco2)C2CCS(=O)(=O)C2)c1 (stereo not given)	7	-8	7	-1	-11	i	-3	0	1.5	-2
COc1ccc(C)cc1S(=O)(=O)N1CCCC(C(=O)N2CCOCC2)C1 (stereo not given)	-10	2	1	4	20	i	-2	0	-0.1	1
CN(CC(=O)Nc1cccc(F)c1)C(=O)CCCNC(=O)c1ccc(Cl)cc1	-3	0	-3	-1	-2	i	0	-15	-2.9	0
NS(=O)(=O)c1cccc(NC(=O)CCSc2ccccc2Cl)c1	-9	-1	-9	1	0	i	9	-8	0.1	-3
Nc1ccc(N2CCN(c3ccc(Cl)c(Cl)c3)CC2)cc1	-4	1	7	2	10	i	12	20	2.2	-10
COc1ccc(NC(=O)C2CCCN(S(=O)(=O)c3ccc4[nH]c(=O)ccc4c3)C2)cc1 (stereo not given)	-8	1	-3	2	-10	i	0	-4	-2.0	-1
NS(=O)(=O)c1cccc(NC(=O)CCS(=O)(=O)c2ccc(Cl)cc2)c1	26	-4	-4	0	-8	i	9	-4	-0.7	-1
O=C(Nc1ccon1)c1ccc(Br)o1	0	-1	4	-6	-3	i	-1	13	-2.0	3
O=CN1CCCN(Cc2nc(-c3cccc(Cl)c3)no2)CC1	3	6	-3	1	-8	i	1	-2	-3.5	-2
Cc1cc(C)cc(N(C(=O)c2cccs2)C2C=CS(=O)(=O)C2)c1 (stereo not given)	4	-2	-4	1	-16	i	0	8	-0.1	1
CCCCc1ccc(-c2csc(/C(C#N)=C\c3ccc(C)o3)n2)cc1	-4	-2	11	-1	-53	+	-23	8	1.6	24
O=C(NCc1cccnc1)C1CCCN(S(=O)(=O)c2ccc(Cl)cc2)C1 (stereo not given)	-8	1	7	2	0	i	11	-12	0.3	0
C/C=C/C(=O)OCC(=O)Nc1cccc(F)c1	-3	5	0	3	8	i	-4	0	0.6	0
O=[N+]([O-])c1cc(C(F)(F)F)ccc1NC1CCN(Cc2ccccc2)CC1	3	-36	5	1	-1	i	2	25	0.8	7
CN(CC(=O)Nc1ccc(F)cc1)C(=O)c1cc([N+](=O)[O-])ccc1N1CCOCC1	-1	-16	-1	4	8	i	-1	-13	-1.0	3
O=S(=O)(NCc1ccco1)c1cnc(Cl)c(Br)c1	-11	1	-1	-2	-2	i	-6	5	0.8	3
Cc1cccc(/C=N/Nc2nncc3ccccc23)c1	1	-9	0	-1	-13	i	0	10	0.3	1
O=C(NCc1ccccc1)C1C(=O)Nc2ccccc2C(=O)N1Cc1ccccc1 (stereo not given)	/	-1	/	/	7	/	2	6	-1.1	/
Cc1cc(C)cc(OCC(=O)Nc2cccc(-c3nc4ncccc4o3)c2)c1	-13	3	-3	-2	-4	i	1	9	3.4	-6
C=CCn1c(Oc2ccccc2)nc2c1c(=O)n(C)c(=O)n2C	-6	3	-1	3	9	i	-3	1	-1.1	-1
COCCN(CCOC)C(=O)COC(=O)c1ccc(Cl)c(S(=O)(=O)N(C)c2ccccc2)c1	-2	0	-8	0	0	i	0	11	1.1	-3
CC(NS(=O)(=O)c1c(N)n(C)c(=O)n(C)c1=O)c1ccccc1 (stereo not given)	0	1	-4	-3	12	i	-3	1	-1.0	3
O=[N+]([O-])c1ccc(/C=C/c2ccc3cccc(O)c3n2)cc1	-4	-4	23	1	9	i	5	20	0.5	67*
COc1ccc(NC(=O)c2cc(S(=O)(=O)N3CCCCC3)ccc2C)cc1S(=O)(=O)N1CCOCC1	-8	6	0	1	-5	i	-2	-3	0.2	0
Cc1nc(-c2ccc(Cl)cc2)sc1C1(C)CC(c2ccccc2Br)=NO1 (stereo not given)	6	12	4	-1	15	i	0	27	2.9	-7
CCc1nc2c(OCc3cccc(OC)c3)cccn2c1N(C)C(=O)C(C)C	/	5	-3	4	-3	i	-2	16	-0.8	2
COc1ccc(OCCN2CCC(C(=O)NC(c3ccc(Cl)cc3)c3cccnc3)CC2)cc1 (stereo not given)	/	2	-4	-3	9	i	4	5	-0.6	-6
Cc1ccccc1OCC(=O)NN1Cc2ccccc2C1=N	-5	-6	-1	-3	5	i	2	-7	-1.1	1
CC(C)(C)c1[nH]nc2c1C(C1C=CCCC1)C(C#N)=C(N)O2 (stereo not given)	3	0	1	-2	14	i	-1	4	1.3	-3
Cc1cc(=O)[nH]c(SCC(=O)NCCc2ccccc2)n1	5	0	2	-6	5	i	-2	7	-1.3	6
Cc1[nH]c(C)c2c(=O)n(Cc3ccccc3Cl)ncc12	0	9	-4	-3	10	i	-2	5	-1.2	0
COc1ccc(C(=O)O/N=C(\C)c2cnccn2)cc1	-7	-1	1	0	1	i	-3	-3	0.1	4
CC(=O)N1CCN(c2ccc(NC(=O)C(C)Oc3ccc(Cl)cc3Cl)cc2)CC1 (stereo not given)	6	3	1	1	-18	i	-2	7	1.0	-13
C(=C/c1ccnc2nc(SC/C=C/c3ccccc3)nn12)/c1ccccc1	-10	-3	3	3	0	i	-4	-4	1.0	7
COc1ccc(C(=O)N[C@H](C(=O)NCc2ccccc2)C(C)C)cc1	-6	-6	-1	1	14	i	1	14	1.6	2
Cc1csc(NC(=O)c2ccc(C)o2)n1	-5	1	-2	-1	-11	i	1	7	0.8	2
CC1Cc2nc(SCC(N)=O)n(C)c(=O)c2S1 (stereo not given)	0	-2	0	0	5	i	-1	10	0.4	1
O=C(Cc1ccccc1)NCc1ccc2c(c1)OCO2	-3	-3	-5	7	-10	i	6	-2	-1.2	-2
CC1CCN(c2[nH]c(=S)c(C#N)c3c2CCCC3)CC1	-4	4	0	3	8	i	-5	10	-0.7	-4
CCOC(=O)Cc1csc(NC(=O)c2cccs2)n1	-2	-1	-5	0	1	i	-3	-6	-1.3	-3
NC(=O)CC(NC(=O)Cc1ccc(Br)cc1)c1ccc(NCCN2CCCCC2)c([N+](=O)[O-])c1 (stereo not given)	-6	-17	-6	-1	11	i	7	7	-2.2	0
Cc1cc(C(=O)N/N=C/c2cccnc2)c(C)o1	-2	-3	3	4	14	i	-7	-1	-1.8	-11
Cc1cccc(CN2CCN(c3nc4nonc4nc3NC3CC3)CC2)c1	-2	-15	-4	-5	10	i	2	0	-0.6	5
O=C(COC(=O)c1cccnc1Cl)Nc1ncc(Cl)cc1Cl	-1	3	-4	-1	11	i	-1	-11	-0.9	0
CC(C)n1nccc1NC(=O)Nc1ccccc1	-1	1	-12	-2	2	i	1	2	0.1	2
COc1cc(/C=C/c2ccc3cccc(OC)c3n2)c(OC(C)=O)c([N+](=O)[O-])c1	2	-20	-3	0	-1	i	13	-5	2.6	-8
CN(C)CC1CCC/C(=C\c2ccc(OC(=O)c3ccc(Cl)cc3)cc2)C1=O (stereo not given)	5	9	-1	0	-1	i	-6	10	0.3	48

11 neighbouring entries from above:
SMILES	Scp1 inh	SUMO1 PPI mod	NadD inh	STEP inh	CendR NRP1 mod	Rpn11 inh	MT1-MMP act inh	SKN-1 block	LMPTP block	DNMT1 block
CC1Cc2nc(SCC(N)=O)n(C)c(=O)c2S1 (stereo not given)	0	-2	0	0	5	i	-1	10	0.4	1
O=C(Cc1ccccc1)NCc1ccc2c(c1)OCO2	-3	-3	-5	7	-10	i	6	-2	-1.2	-2
CC1CCN(c2[nH]c(=S)c(C#N)c3c2CCCC3)CC1	-4	4	0	3	8	i	-5	10	-0.7	-4
CCOC(=O)Cc1csc(NC(=O)c2cccs2)n1	-2	-1	-5	0	1	i	-3	-6	-1.3	-3
NC(=O)CC(NC(=O)Cc1ccc(Br)cc1)c1ccc(NCCN2CCCCC2)c([N+](=O)[O-])c1 (stereo not given)	-6	-17	-6	-1	11	i	7	7	-2.2	0
Cc1cc(C(=O)N/N=C/c2cccnc2)c(C)o1	-2	-3	3	4	14	i	-7	-1	-1.8	-11
Cc1cccc(CN2CCN(c3nc4nonc4nc3NC3CC3)CC2)c1	-2	-15	-4	-5	10	i	2	0	-0.6	5
O=C(COC(=O)c1cccnc1Cl)Nc1ncc(Cl)cc1Cl	-1	3	-4	-1	11	i	-1	-11	-0.9	0
CC(C)n1nccc1NC(=O)Nc1ccccc1	-1	1	-12	-2	2	i	1	2	0.1	2
COc1cc(/C=C/c2ccc3cccc(OC)c3n2)c(OC(C)=O)c([N+](=O)[O-])c1	2	-20	-3	0	-1	i	13	-5	2.6	-8
CN(C)CC1CCC/C(=C\c2ccc(OC(=O)c3ccc(Cl)cc3)cc2)C1=O (stereo not given)	5	9	-1	0	-1	i	-6	10	0.3	48

Next part
SMILES	Scp1 inh	SUMO1 PPI mod	NadD inh	STEP inh	CendR NRP1 mod	Rpn11 inh	MT1-MMP act inh	SKN-1 block	LMPTP block	DNMT1 block
O=C(N/N=C/c1ccc(Cl)cc1)C1CC12CCC2 (stereo not given)	-8	-6	-2	-1	-2	i	-2	-5	1.8	-2
COc1ccc(S(=O)(=O)Nc2ccccn2)cc1C	0	0	-2	2	0	i	0	-7	1.1	0
CCn1cc(C(=O)NCCCOC)c(=O)c2cc(S(=O)(=O)N(C)C)ccc21	0	5	0	-1	-7	i	0	3	-2.0	1
Cc1nc(Nc2cccc(C(C)O)c2)c2nnn(Cc3ccc(F)cc3)c2n1 (stereo not given)	-7	-1	-3	3	-2	i	5	12	0.6	3
CCOC(=O)C(CCCCOc1ccc([N+](=O)[O-])cc1)C(=O)OCC	-6	-12	-3	4	3	i	7	13	2.2	1
COc1ccc(CN(C)CC(=O)Nc2cccc(S(N)(=O)=O)c2)c(OC)c1OC	12	5	-4	-2	5	i	1	-14	0.0	4
COC(=O)c1ccc(OCC(O)CN2C(=O)c3ccccc3C2=O)cc1 (stereo not given)	-1	-14	-4	0	-3	i	0	12	-0.9	-2

Compound activity (PubChem BioAssay)
